High-throughput results: PubChem, Sanford-Burnham Center for Chemical Genomics
Jurkat NFkB inh – inhibitors of induced NF-kB luciferase reporter, primary screen, TCR NF-kB activation inhibitor project, cell-based, luminescence, uHTS. 0.53% of 330,000 active. Jurkat, PMA/ionomycin-induced NF-kB luciferase reporter. inhibition, % at 4 µM; in the data active = inhibition above about 50%
697 NFkB inh – inhibitors of PMA/ionomycin-induced NF-kB reporter, 697 cells, primary screen, B-cell NF-kB inhibitor project, cell-based, luminescence, uHTS; 0.33% of 330,000 active; 697 B-cell NF-kB luciferase reporter, 16 h; inhibition, % at 4 µM; in the data active = inhibition above about 35%
CHOP UPR activ – activators of apoptotic CHOP UPR arm, primary screen, cell-based, CHO-CHOP luciferase reporter, luminescence, uHTS | AID 449763, 2010 | activation, % at 10 µM | 0.34% of 330,000 active | UPR activation; percent of tunicamycin response over DMSO baseline;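 active = at 10 µM dose, activation of 40% or more, normalized to positive control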;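 also: 100% = tunicamycin at 10 µg/mL and 0% = DMSO alone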
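measured by = luciferase luminescence | assay system = CHO-CHOP cells, stable luciferase reporter of PERK-eIF2a-CHOP signalling | amount = 500 reporter cells seeded per well | timing = 6 h compound exposure at 37 °C after overnight seeding | controls = positive tunicamycin 10 µg/mL, negative DMSO alone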
CXCR6 inh – CXCR6 receptor inhibitors, primary screen, cell-based, beta-arrestin, luminescence, CHO-K1 PathHunter, 1536-well; inhibition, % at 20 µM; 0.36% of 360,000 active; C-X-C chemokine receptor type 6 (Homo sapiens), O00574; AID 602244, 2012; in the data active = inhibition above about 34%, passing the limit was not always enough;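 also: antagonist mode with CXCL16 agonist at 10 nM final; 0% = 10 nM CXCL16 with DMSO and 100% = unstimulated wells without agonist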
Target sequence (O00574 whole entry, looked up): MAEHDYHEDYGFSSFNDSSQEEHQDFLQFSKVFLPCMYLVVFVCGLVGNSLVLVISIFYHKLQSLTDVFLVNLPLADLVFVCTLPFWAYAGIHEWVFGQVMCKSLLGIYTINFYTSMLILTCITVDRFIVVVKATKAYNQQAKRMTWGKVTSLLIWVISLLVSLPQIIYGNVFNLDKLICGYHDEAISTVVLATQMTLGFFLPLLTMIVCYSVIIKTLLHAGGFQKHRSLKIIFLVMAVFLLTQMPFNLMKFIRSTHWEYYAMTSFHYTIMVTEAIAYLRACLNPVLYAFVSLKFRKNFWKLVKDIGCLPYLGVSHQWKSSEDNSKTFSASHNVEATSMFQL
CCR6 antagonist – CCR6 receptor antagonists, primary screen, cell-based, CHO-K1, luminescence, beta-arrestin, uHTS. C-C chemokine receptor type 6 (Homo sapiens), P51684. 0.49% of 340,000 active. AID 493098, 2011. inhibition, % at 20 µM. CHO-K1 CCR6 PathHunter beta-arrestin, CCL20-stimulated;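 active = compounds whose inhibition of the agonist-driven luminescence signal at 20 µM reaches about 50%, limit read from the data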;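 also: cells stimulated with CCL20 at 14 nM final; plate controls were DMSO with CCL20 for no effect and DMSO without agonist for full effect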
Gli-Sufu antag – Gli-Sufu pathway antagonists, primary screen, luciferase luminescence, Sufu-KO-LIGHT cells, uHTS. inhibition, % at 5 µM. Sufu-KO-LIGHT fibroblasts, Gli luciferase reporter luminescence. 0.74% of 340,000 active;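 active = inhibition above about 55%, limit read from the data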;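 also: 0% = DMSO-treated cells and 100% = wells with medium but no cells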
EBI2 antag – EBI2 receptor antagonists, beta-arrestin recruitment, primary screen, cell-based, luminescence, 7a,25-OHC stimulation, uHTS. G-protein coupled receptor 183 (Homo sapiens), P32249. 7a,25-OHC stimulated. inhibition, % at 5 µM. 0.81% of 360,000 active; in the data active = inhibition above about 38%;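 also: enzyme fragment complementation signal reports receptor beta-arrestin coupling in cells; 0% = agonist plus DMSO wells and 100% = wells without agonist; some results beyond the cut were filed as inactive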
Target sequence (P32249 whole entry, looked up, the tested form may be a part): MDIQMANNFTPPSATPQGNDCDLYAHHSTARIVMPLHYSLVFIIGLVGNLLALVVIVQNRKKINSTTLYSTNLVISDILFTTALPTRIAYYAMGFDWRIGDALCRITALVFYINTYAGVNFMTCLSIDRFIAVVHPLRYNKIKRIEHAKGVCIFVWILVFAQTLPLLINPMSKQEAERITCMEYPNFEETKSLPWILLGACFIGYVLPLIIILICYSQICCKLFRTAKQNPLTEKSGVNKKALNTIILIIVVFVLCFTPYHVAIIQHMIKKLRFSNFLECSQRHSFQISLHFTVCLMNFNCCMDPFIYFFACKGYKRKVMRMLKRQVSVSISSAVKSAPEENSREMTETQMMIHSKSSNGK
XBP1 UPR activ – activators of adaptive XBP1 UPR arm, primary screen, cell-based, CHO-XBP1 luciferase reporter, luminescence, uHTS; 0.33% of 330,000 active; AID 463104, 2010; activation, % at 20 µM; IRE1-XBP1 UPR activation; percent of tunicamycin response, DMSO as zero;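 active = versus positive control, 20 µM dose yields 30% or more activation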;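 also: 100% = tunicamycin at 10 µg/mL and 0% = DMSO only wells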
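Material – CHO cell line with stable XBP1 luciferase reporter · Buffer or medium – F12 plus 10% FBS · Compound – single point, 20 µM final compound, 1% DMSO · Schedule – 16-18 h cell attachment at 37 °C, then 6 h compound exposure · Signal – Steady-Glo luminescence read · Benchmarks – high control tunicamycin 10 µg/mL final, low control DMSO vehicle only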
Mdm2-MdmX inh – inhibitors of human Mdm2-MdmX association, primary screen, cell-based, luminescence, split luciferase, SaOS-2, uHTS | Protein Mdm4 (Homo sapiens) + E3 ubiquitin-protein ligase Mdm2 (Homo sapiens), … | SaOS-2 split-luciferase Mdm2/MdmX complementation | inhibition, % at 8 µM | 3% of 330,000 active | AID 485346, 2010;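 active = inhibition of at least 50% at 8 µM in the primary screen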
Active calls of the source: *; nt = not tested or not shown.

SMILES	Jurkat NFkB inh	697 NFkB inh	CHOP UPR activ	CXCR6 inh	CCR6 antagonist	Gli-Sufu antag	EBI2 antag	XBP1 UPR activ	Mdm2-MdmX inh
CCOc1c(Br)cc(/C=C(\C#N)C(=O)NC2CC2)cc1OC	9	-16	-0.6	-1	-4	6	-6	-2	13
O=P(c1ccccc1)(c1ccccc1)c1cc(S(=O)(=O)O)ccc1O	-17	10	-0.2	-3	4	0	3	-1	14
CN(CC(=O)Nc1c(Cl)cccc1Cl)C(=O)CNC(=O)C1CCCCC1	5	-8	1.0	-2	17	-6	-4	0	25
O=C(Cc1n[nH]c(=O)c2ccccc12)OCC(=O)c1ccc(F)cc1	-3	21	-0.2	4	5	-7	-11	-2	19
Cc1ccc2[nH]c(=O)c(C(c3nnnn3C3CCCC3)N3CCCc4ccccc43)cc2c1 (configuration not stated)	6	8	4.7	-4	5	2	0	1	-1
Nc1nnnn1/N=C/c1ccccc1O	-2	-23	2.4	-7	-1	5	-7	1	-1
O=C(COc1ccc(S(=O)(=O)N2CCCCC2)cc1)NCc1ccccn1	5	18	1.3	5	2	9	1	-2	-30
COc1ccc(S(=O)(=O)N2CCc3ccccc32)cc1C(=O)NC1(C)CCS(=O)(=O)C1 (configuration not stated)	-14	17	1.9	7	13	6	-9	-4	-4
COc1ccc(/C=N/NC(=O)CCCOc2ccc(Cl)cc2Cl)cc1	-15	-10	-0.9	2	6	-4	7	0	15
CCCn1c(N)c(N(CCOC)C(=O)c2ccc(C#N)cc2)c(=O)[nH]c1=O	-7	2	0.1	-4	0	-13	-1	1	-11
COC(=O)c1ccc(/C=C/C(=O)O)cc1	-8	13	-0.9	4	-1	-1	-7	2	-8
CCc1c(C)nc(SCc2cccnc2)[nH]c1=O	11	17	2.1	-12	6	34	0	0	24
C=CCn1c(=O)c2c(nc3n2CCS3)n(C)c1=O	2	4	-0.9	1	2	4	3	-2	2
O=c1sc2ccccc2n1Cc1ccccc1	8	-4	6.4	7	20	-6	0	-2	27
Nc1[nH]n2c(=O)c3c(nc2c1N=Nc1ccc(Cl)cc1)CCCC3	-2	18	1.2	15	33	0	10	-2	53*
CCOC(=O)N1CCC(N2C(=O)c3ccc(C(=O)NCCOC)cc3C2=O)CC1	-23	-3	-0.9	6	3	-3	1	-1	0
CCOC(=O)CN1C(=O)C(O)(CC(=O)c2ccccn2)c2ccccc21 (configuration not stated)	1	23	1.6	3	-4	-2	1	-1	25
COc1cccc(CN(C)C(=O)c2ccccc2SCC(=O)N2CCCC2)c1	10	13	-1.4	-7	-2	1	-5	-1	13
CN(C)Cc1ccccc1CCc1ccccc1	-5	2	-0.1	5	8	8	3	-2	10
CC(=O)c1ccc(N2CCN(c3ncccn3)CC2)cc1	-48	-57	5.8	-3	-4	-12	3	4	-21
C/C(=C\c1ccc(F)cc1)C(=O)c1c(C)cc(C)[nH]c1=O	-1	12	-0.6	-4	-2	5	3	-2	38
C=CCNC(=O)C(=O)NCC(c1ccc2c(c1)OCO2)N1CCN(c2ccc(F)cc2)CC1 (configuration not stated)	16	10	0.3	8	-6	11	12	-3	-7
O=C(CCN1CCOCC1)N1c2ccccc2Sc2ccc(Cl)cc21	0	3	3.2	1	3	2	5	-3	17
Cc1ccccc1Cn1ccc(NC(=O)c2nn(C)cc2[N+](=O)[O-])n1	16	18	1.4	-8	18	-21	-8	-2	40
NNC(=O)CNC(c1ccccc1)c1cc(Cl)ccc1NC(=O)c1ccccc1 (configuration not stated)	-2	7	2.4	0	-4	-2	-3	-9	34

Whole records from above:
COc1cccc(CN(C)C(=O)c2ccccc2SCC(=O)N2CCCC2)c1 is listed with Jurkat NFkB inh = 10; 697 NFkB inh = 13; CHOP UPR activ = -1.4; CXCR6 inh = -7; CCR6 antagonist = -2; Gli-Sufu antag = 1; EBI2 antag = -5; XBP1 UPR activ = -1; Mdm2-MdmX inh = 13
CC(=O)c1ccc(N2CCN(c3ncccn3)CC2)cc1 is listed with Jurkat NFkB inh = -48; 697 NFkB inh = -57; CHOP UPR activ = 5.8; CXCR6 inh = -3; CCR6 antagonist = -4; Gli-Sufu antag = -12; EBI2 antag = 3; XBP1 UPR activ = 4; Mdm2-MdmX inh = -21
O=C(CCN1CCOCC1)N1c2ccccc2Sc2ccc(Cl)cc21 is listed with Jurkat NFkB inh = 0; 697 NFkB inh = 3; CHOP UPR activ = 3.2; CXCR6 inh = 1; CCR6 antagonist = 3; Gli-Sufu antag = 2; EBI2 antag = 5; XBP1 UPR activ = -3; Mdm2-MdmX inh = 17

(continued)
SMILES	Jurkat NFkB inh	697 NFkB inh	CHOP UPR activ	CXCR6 inh	CCR6 antagonist	Gli-Sufu antag	EBI2 antag	XBP1 UPR activ	Mdm2-MdmX inh
Cc1ccc(-c2cccc(C(=O)NCc3ccccc3)n2)c2ccccc12	21	15	-0.3	10	18	6	0	1	-4
O=c1c2ccccc2nnn1COc1ccc(Cl)cc1Br	-71	-99	4.9	-12	10	23	7	1	-90
CCOC(=O)c1ccc(NC(=O)CSc2nc(=O)n(CCN3CCOCC3)c3c2CCC3)cc1	-9	-18	1.6	-1	12	40	-2	-1	0
Cn1c(=NC(=O)COc2ccccc2)sc2ccccc21	-72	-86	3.3	0	12	-72	3	2	-80
Cc1ccc(C)c(NC(=O)c2cc3c([nH]c4ccccc43)c(C)n2)c1	12	28	-0.4	6	-13	5	12	1	14
Cc1cc(C)n(-c2ccccc2C#N)n1	7	16	-0.4	2	11	1	-10	3	15
Cc1ccc(S(=O)(=O)NC(CC(=O)NCC2CCCO2)c2ccco2)cc1 (configuration not stated)	-4	14	-1.6	-6	-6	-7	-1	-5	6
CCOC(=O)c1c(C)n(C)c2ccc(OC(=O)c3ccco3)cc12	-6	-8	-2.7	-3	-2	6	6	-3	19
CCOCCCNC(=O)C(NC(=O)c1ccc2c(c1)OCO2)c1ccc(Cl)cc1 (configuration not stated)	-6	15	-0.6	-11	4	10	-5	-3	0
O=C(c1ccccc1)N(C(=O)c1ccccc1)N1CCCC1	nt	nt	nt	5	9	1	0	nt	nt
CCOC(=O)N1CCC(NC(=O)C2CCN(S(=O)(=O)c3cccs3)CC2)CC1	1	2	-0.3	-3	3	7	2	0	4
CCCC(=O)n1nc(-c2ccc(Cl)cc2)nc1SC	-25	-37	5.1	-13	-13	-17	80*	5	-5
Cc1cccc(-c2n[nH]c(S(C)(=O)=O)c2C#N)c1	9	14	0.1	4	-8	-1	-7	-1	10
O=[N+]([O-])c1ccccc1/C=N/NC1=NCCCCC1	-34	-2	3.9	2	-28	-23	1	-2	-18
CS(=O)(=O)N1CCC(Oc2cccc(C(=O)NCCCOc3cccnc3)c2)CC1	-7	-16	2.1	-6	-1	6	1	-1	12
CCOc1cccc(-c2cc(C(=O)Nc3ccon3)c3ccccc3n2)c1	2	-10	-1.3	5	21	31	-4	-4	5
COc1ccc(-c2cc(C(=O)Nc3ccc(OC)cc3OC)no2)cc1	-10	15	-0.9	0	5	-4	-2	3	10
CC(=O)c1cn(CC(=O)Nc2ccccc2C)c2ccccc12	16	-18	-1.9	-3	-1	1	-10	-4	12
COc1ccc(S(=O)(=O)N2CCOCC2)cc1NC(=O)CSc1nnc2ccccn12	2	-4	0.7	nt	nt	nt	nt	1	5
CC(=O)c1ccc(N(C(=O)CS(=O)CC(=O)Nc2ccc(F)cc2)C(C(=O)NC2CCCCC2)c2cccs2)cc1 (configuration not stated)	2	-4	2.9	-5	-5	-14	-11	-4	-8
COc1cc2c(cc1NC(=O)Nc1ccc(F)cc1)oc1ccccc12	-24	3	4.9	-7	6	-1	4	3	15
O=C(CSc1nnc(SCc2ccc(Cl)cc2)s1)N/N=C/c1c(Cl)cccc1Cl	-20	-21	4.2	6	11	-18	11	-3	30
CC(C)(CNC(=O)CC1C(=O)NCCN1Cc1cccc(F)c1)N1CCOCC1 (configuration not stated)	8	12	1.0	3	-4	-3	0	-1	0
O=c1oc2ccccc2c(O)c1Cc1cc(Cl)c2cccnc2c1O	-3	9	-0.4	3	4	6	1	-2	28
CC(=O)Oc1ccc(Cn2cnc3cc4ccccc4cc32)cc1	2	3	1.5	7	18	-4	12	-3	15

By substructure, the compounds so far containing a nitro group on carbon.
SMILES	Jurkat NFkB inh	697 NFkB inh	CHOP UPR activ	CXCR6 inh	CCR6 antagonist	Gli-Sufu antag	EBI2 antag	XBP1 UPR activ	Mdm2-MdmX inh
Cc1ccccc1Cn1ccc(NC(=O)c2nn(C)cc2[N+](=O)[O-])n1	16	18	1.4	-8	18	-21	-8	-2	40
O=[N+]([O-])c1ccccc1/C=N/NC1=NCCCCC1	-34	-2	3.9	2	-28	-23	1	-2	-18

Other results follow:
SMILES	Jurkat NFkB inh	697 NFkB inh	CHOP UPR activ	CXCR6 inh	CCR6 antagonist	Gli-Sufu antag	EBI2 antag	XBP1 UPR activ	Mdm2-MdmX inh
CCOC(=O)c1snc(-c2ccc(F)cc2)c1N	-74	-15	5.5	1	-8	-31	-7	1	-38
O=C(/C=C/c1ccc(F)cc1)NC(=S)N1CCOCC1	-17	-8	4.8	-10	2	-6	0	0	-5
CC1CCN(C(=O)c2ccccc2NC(=O)Cc2ccccc2)CC1	25	11	0.1	-4	8	-6	1	0	-20
N#CCSc1ccccc1NC(=O)CN1C(=O)C2CC=CCC2C1=O (configuration not stated)	12	16	1.2	0	11	16	-4	-1	1
COc1ccc(C2c3[nH]c4ccccc4c3C[C@H]3C(=O)N(c4ccccc4C(=O)N4CCC(C(=O)O)CC4)C(=O)N23)cc1 (some centres not stated)	3	20	1.5	3	-5	-3	-1	-2	-8
CN(Cc1ccccc1)C(=O)C1CCN(S(=O)(=O)c2ccc3nc4c(c(C(=O)O)c3c2)CCCC4)CC1	-6	5	-0.3	-10	-2	6	7	-5	2
